# From PubChem BioAssay
# HTR5A ag = HTR5A agonism, opioid heterodimer counter-screen | P47898 | activation, % at 9.3 µM | HTR5A agonist assay, luminescence, cell-based | actives 0.61% (n = 340,000); in the data active means activation mostly above about 9.5%, no sharp cut-off; inactive means mostly below about 7.6%;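 further: 0% = cells with vehicle only and 100% = reference agonist; strong numbers were not always called active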
# CDK5 p35 inh = CDK5/p35 (human) kinase inhibition; actives 0.01% (n = 330,000); Q00535+Q15078; Recombinant CDK5/p35, ADP-Glo luminescence, 60 min; inhibition, % at 10 µM;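 active means highest replicate inhibition of at least 50% and at least 75% of replicates reaching 50%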;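 further: plate controls were DMSO neutral control for no effect and GW8510 at 10 µM for full effect; many of its hits are not listed in these tables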
# PvdQ inh = P. aeruginosa PvdQ acylase inhibition. purified PvdQ acylase, fluorescence plate reader. inhibition, % at 10 µM. actives 0.063% (n = 340,000); in the data active means inhibition above about 30%, passing the limit was not always enough;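 further: 0% = vehicle neutral wells and 100% = reference inhibitor wells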
# dFosB act = activators of mouse delta FosB homodimer. P13346. purified delta FosB, TAMRA-CDK5 oligo fluorescence polarization; percent of positive-control signal above neutral wells. activation, % at 25 µM. actives 0.99% (n = 340,000). AID 493131;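 active means mean activation above about 17%, with every replicate also reaching it, limit read from the data, passing the limit was not always enough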;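 further: fluorescence polarization rise as delta FosB binds a TAMRA Cdk5 AP-1 oligo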
# Target sequence (P13346 whole entry, looked up): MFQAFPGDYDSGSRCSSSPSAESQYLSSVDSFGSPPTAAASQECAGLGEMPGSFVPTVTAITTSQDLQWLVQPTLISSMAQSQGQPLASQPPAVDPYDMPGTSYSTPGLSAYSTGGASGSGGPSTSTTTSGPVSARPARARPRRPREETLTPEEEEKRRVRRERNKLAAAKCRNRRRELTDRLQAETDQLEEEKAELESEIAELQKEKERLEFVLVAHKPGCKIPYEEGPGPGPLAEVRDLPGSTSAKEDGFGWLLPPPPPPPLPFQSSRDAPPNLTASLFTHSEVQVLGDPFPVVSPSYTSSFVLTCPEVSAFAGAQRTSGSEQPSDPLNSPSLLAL
# HTR5A inv ctr = inverse agonist of human HTR5A in OPRM1-OPRD1 counter-screen | HTR5A cell line, luminescence, inverse agonism | actives 0.083% (n = 340,000) | P47898 | AID 504634 | inhibition, % at 9.3 µM; in the data active means inhibition mostly above about 23%, no sharp cut-off; inactive means mostly below about 18%;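 further: 0% = cells with DMSO and 100% = no-cell wells with DMSO; some compounds called inactive have numbers as strong as hits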
# Wnt bcat act = activates Wnt/beta-catenin signaling in a reporter cell assay. activator, plate reader. activation, % at 9.35 µM. actives 1.2% (n = 300,000). AID 743398; in the data active means activation above about 30%, passing the limit was not always enough;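 further: 0% = neutral control wells and 100% = positive control wells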
# V-ATPase pHluor = yeast V-ATPase proton transport regulation by pHLuorin. S. cerevisiae, pHLuorin cytosolic pH fluorescence. response, % at 10 µM. actives 0.37% (n = 350,000); in the data active means response mostly above about 7.3%, no sharp cut-off; inactive means mostly below about 5.4%; further: actives read high; inactives centre near 0; some compounds called inactive have numbers as strong as hits; reference of the scale not given here
# MITF TRPM1 HTS = MITF TRPM1 promoter activation in melanoma cells; SK-MEL-5 TRPM1-promoter luciferase, 24 h; % of positive control, neutral wells = 0; actives 0.75% (n = 300,000); activation, % at 12.5 µM;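 active means mean activation of at least 80% with every replicate also reaching 80%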;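 further: 0% = neutral control wells and 100% = parthenolide positive control wells; values of inactives mirror those of a sister screen read the other way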
# NSD2 HMT inh = NSD2 (human) methyltransferase inhibition | actives 0.54% (n = 310,000) | O96028 | NSD2 peptide methylation, AlphaScreen, 120 min | inhibition, % at 12.5 µM; in the data active means inhibition above about 50%
# SR-BI HDL uptake = mouse SR-BI HDL lipid transfer inhibition; inhibition, % at 12.5 µM; actives 0.96% (n = 320,000); Q61009; ldlA[mSR-BI] CHO cells, DiI-HDL uptake fluorescence, 3 h;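 active means mean replicate inhibition of at least 70% and a set share of replicates each scoring 70 or more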;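 further: 0% = median of neutral control wells and 100% = median of positive control wells; values of inactives mirror those of a sister screen read the other way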
# Target sequence (Q61009 whole entry, looked up): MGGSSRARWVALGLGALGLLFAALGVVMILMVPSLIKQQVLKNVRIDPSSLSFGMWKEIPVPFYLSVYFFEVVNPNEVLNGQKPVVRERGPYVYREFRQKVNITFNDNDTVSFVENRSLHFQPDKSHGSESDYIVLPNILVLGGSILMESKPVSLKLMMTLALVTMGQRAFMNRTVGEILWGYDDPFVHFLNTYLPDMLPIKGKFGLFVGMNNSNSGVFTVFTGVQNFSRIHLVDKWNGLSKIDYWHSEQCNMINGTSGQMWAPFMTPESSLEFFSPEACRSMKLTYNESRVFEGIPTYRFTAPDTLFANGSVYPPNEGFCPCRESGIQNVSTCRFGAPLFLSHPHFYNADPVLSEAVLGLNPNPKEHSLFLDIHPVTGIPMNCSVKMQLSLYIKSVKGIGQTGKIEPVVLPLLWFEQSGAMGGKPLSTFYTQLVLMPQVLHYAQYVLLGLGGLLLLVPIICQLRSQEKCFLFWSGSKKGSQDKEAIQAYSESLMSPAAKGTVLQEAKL
# An asterisk follows results filed as active; · = no result given; & = joins results of further samples.
SMILES,HTR5A ag,CDK5 p35 inh,PvdQ inh,dFosB act,HTR5A inv ctr,Wnt bcat act,V-ATPase pHluor,MITF TRPM1 HTS,NSD2 HMT inh,SR-BI HDL uptake
CCn1c(CNC(=O)c2ccccc2)nnc1SCC(=O)N1CCN(c2ccccc2)CC1,-0.3,-2.0,11.1,8.0,10.0,-4.3,0.6,-10.6,-0.4,5.8
O=c1nc(Nc2ccc([N+](=O)[O-])cc2)[nH]c(=O)[nH]1,-4.3,-0.7,-4.0,-8.5,15.3,3.3,4.3,-8.4,1.0,-13.5
COc1cc(C)ccc1OCC(=O)Nc1ccc2c(c1)OCO2,1.3,0.5,-5.7,-4.5,-3.2,48.1*,2.0,75.1,1.2,-18.0
COc1ccc(C2/C(=C(/O)c3ccc4c(c3)CC(C)O4)C(=O)C(=O)N2CCCN2CCOCC2)cc1 (stereo not given),0.9,0.9,7.6,-6.5,-11.1,-0.6,-4.5,4.8,2.3,-7.9
CCOC(=S)SCc1cn2cccc(C)c2n1,-0.9,-0.4,-1.2,-0.3,0.7,-2.0,-2.0,16.8,3.0,-23.7
O=c1ccn(CCOc2ccc(Cl)cc2)c(=O)[nH]1,-3.1,-0.7,4.8,1.1,9.2,·,2.3,5.0,-5.0,-1.2
CCOc1ccc(OCC)c(NC(=O)CC2Oc3ccc(C)cc3NC2=O)c1 (stereo not given),-3.9,-0.9,-0.2,-0.6,10.9,-2.5,-2.9,-13.3,·,45.3
CC(C)c1ccc(/C=C2\CC/C(=C\C=N\N(C)C)C2=O)cc1,2.9,-1.7,-11.8,-1.6,-15.0,·,2.7,·,-11.0,-5.4
COc1ccccc1CN1CC(C(=O)NCc2cc(F)ccc2C)CCC1=O (stereo not given),2.1,-0.4,-6.1,3.1,-12.3,10.8,-0.2,59.4,-3.7,-10.9
CCCCOc1ccc(/C=C/C(=O)OCC(=O)NC(=O)NCC(C)C)cc1OCC,2.4,-0.5,0.1,-0.5,-8.2,-4.2,5.8,12.7,-1.3,·
O=C(c1ccccc1)c1ccc2nc(-c3ccco3)c(-c3ccco3)nc2c1,0.3,2.4,-3.7,-19.9,-1.0,36.4*,0.4,64.5,9.4,27.0
CN1C(=S)SC(/[N+]([O-])=C\c2ccc(Cl)cc2)C1(C)C (stereo not given),-2.3,-0.1,-7.8,-7.7,-12.0,2.1,-1.6,-9.0,7.9,-12.0
O=C(COc1ccc2ccccc2c1)Nc1ccc(Br)cc1C(=O)O,1.9,-3.7,-13.4,-15.7,-7.2,-0.4,-1.5,-1.0,0.9,-42.3
O=C(Nc1nccs1)[C@@H]1CCCN1S(=O)(=O)c1ccc(Cl)cc1,-1.8,-0.8,-11.7,-3.6,6.9,-2.5,0.0,-10.5,-2.2,-5.4
CC1CN(c2nc3c(c(=O)n(Cc4ccc(Cl)cc4)c(=O)n3C)n2C)CC(C)O1 (stereo not given),2.9,0.2,8.8,-17.0,-21.0,-7.4,-1.8,·,116.0*,5.9
CN(CC(=O)Nc1ccc(F)cc1)C(=O)COC(=O)c1ccc(-c2ccccc2)cc1,6.7,0.8,4.8,12.9,-16.3,-0.1,-3.6,-2.2,-2.3,13.1
CCn1c(SCC(=O)Nc2cc(C)ccc2C)nc2c(c1=O)SC(C)C2 (stereo not given),-7.7,-1.4,2.3,-12.0,22.4,-2.5,-1.5,-0.3,·,2.1
COc1cccc(NC(=O)c2ccccc2-c2nc(-c3ccccc3)no2)c1,6.2,0.5,0.4,-8.1,-15.5,0.1,-3.0,0.5,-1.8,·
Cc1ccc(S(=O)(=O)NCCC(=O)N2CCC(C(N)=O)CC2)cc1C,-0.5,1.1,7.9,-6.1,13.6,1.2,-3.4,-3.8,1.8,-4.7
CCOc1ccc2nc(Cl)c(/C=C/C(=O)c3ccco3)cc2c1,-4.9,1.5,2.0,-11.2,12.8,0.9,-7.6,·,7.1,-20.0
CC1(C)NC(=O)N(CC(=O)Nc2nc(-c3ccc(F)cc3)cs2)C1=O,-0.1,0.1,-9.9,-5.5,-9.7,·,-0.3,-3.8,-10.0,29.9
CC(=O)c1ccc(NC(=S)Nc2ccn(Cc3ccc(Br)cc3)n2)cc1,3.8,0.8,-0.8,-0.4,-4.6,9.3,-1.1,-4.2,·,2.7
O=C(Nc1ccc(F)cc1Cl)c1ccc2c(=O)n3c(nc2c1)CCCCC3,-1.6,-2.2,-20.7,-16.9,-20.6,·,-0.3,55.3,-4.8,49.0
Cc1cc(C)c(S(=O)(=O)Nc2ccc(N3CCOCC3)cc2)c(C)c1,-0.9,-3.1,-10.8,-5.9,2.7,1.5,5.6,6.1,3.6,-10.0
COc1cccc(NC(=O)CN(C)C(=O)c2ccc(-c3cccc(C(F)(F)F)c3)o2)c1,1.9,-3.0,-9.9,-20.0,-4.9,-7.4,-1.3,-1.1,4.7,-24.0

# Entries of single compounds as entered above.
# CC1(C)NC(=O)N(CC(=O)Nc2nc(-c3ccc(F)cc3)cs2)C1=O is listed as HTR5A ag: -0.1; CDK5 p35 inh: 0.1; PvdQ inh: -9.9; dFosB act: -5.5; HTR5A inv ctr: -9.7; Wnt bcat act: ·; V-ATPase pHluor: -0.3; MITF TRPM1 HTS: -3.8; NSD2 HMT inh: -10.0; SR-BI HDL uptake: 29.9
# COc1cc(C)ccc1OCC(=O)Nc1ccc2c(c1)OCO2 is listed as HTR5A ag: 1.3; CDK5 p35 inh: 0.5; PvdQ inh: -5.7; dFosB act: -4.5; HTR5A inv ctr: -3.2; Wnt bcat act: 48.1*; V-ATPase pHluor: 2.0; MITF TRPM1 HTS: 75.1; NSD2 HMT inh: 1.2; SR-BI HDL uptake: -18.0

# The main list resumes, repeating the 5 entries before the break.
SMILES,HTR5A ag,CDK5 p35 inh,PvdQ inh,dFosB act,HTR5A inv ctr,Wnt bcat act,V-ATPase pHluor,MITF TRPM1 HTS,NSD2 HMT inh,SR-BI HDL uptake
CC1(C)NC(=O)N(CC(=O)Nc2nc(-c3ccc(F)cc3)cs2)C1=O,-0.1,0.1,-9.9,-5.5,-9.7,·,-0.3,-3.8,-10.0,29.9
CC(=O)c1ccc(NC(=S)Nc2ccn(Cc3ccc(Br)cc3)n2)cc1,3.8,0.8,-0.8,-0.4,-4.6,9.3,-1.1,-4.2,·,2.7
O=C(Nc1ccc(F)cc1Cl)c1ccc2c(=O)n3c(nc2c1)CCCCC3,-1.6,-2.2,-20.7,-16.9,-20.6,·,-0.3,55.3,-4.8,49.0
Cc1cc(C)c(S(=O)(=O)Nc2ccc(N3CCOCC3)cc2)c(C)c1,-0.9,-3.1,-10.8,-5.9,2.7,1.5,5.6,6.1,3.6,-10.0
COc1cccc(NC(=O)CN(C)C(=O)c2ccc(-c3cccc(C(F)(F)F)c3)o2)c1,1.9,-3.0,-9.9,-20.0,-4.9,-7.4,-1.3,-1.1,4.7,-24.0
COc1ccccc1/C=N/n1cnnc1,1.3,-0.8,-9.3,-5.4,4.3,-4.5,6.7,-3.8,·,4.5
O=C1NC2(CCCCO2)CO1 (stereo not given),3.3,0.6,20.1,-0.1,-3.0,-4.4,-1.0,-4.2,·,-15.2
CCOC(=O)c1c(N)sc(C(=O)N2CCCCC2)c1C,-6.8,0.4,-7.6,3.0,16.5,·,-2.5,-0.4,4.0,6.9
CCC(=O)Nc1ccccc1C(=O)OC(c1ccccc1)c1ccccc1,4.4,-3.0,-12.0,5.9,30.0,·,1.7,2.9,-4.5,25.3
CN(C)C(=O)CSc1nc2ccccc2n1Cc1ccccc1,0.2,2.1,-3.8,-0.7,-0.6,-1.2,3.2,1.5,-3.1,-15.1
CC(=O)OCC(=O)C1(O)CCC2C3CC(F)C4=CC(=O)CCC4(C)C3C(O)CC21C (stereo not given),0.1,-0.4,-21.7,6.7,-0.4,-1.8,1.2,16.4,-1.7,-15.9
COc1cc(NC(=O)C2CC2)c(OC)cc1NC(=O)c1ccco1,8.5,0.2,7.4,-9.2,-24.1,3.1,-7.1,-0.9,-6.5,1.9
Cc1cc2nc(N)sc2cc1C,2.8,2.5,-9.8,3.5,22.8,·,2.3,48.2,2.5,-3.7
COc1ccc(Cc2nnc(NC(=O)Cc3cccs3)s2)cc1,-2.3,0.6,-9.9,-12.8,-28.8,·,-2.8,-9.3,·,-25.7
Nc1ccc2c(c1)C(=Cc1cccnc1)c1ccccc1-2,0.7,-0.2,-10.1,-5.2,-2.4,2.6,4.7,-9.2,9.9,10.7
COc1ccc(C(=O)Oc2ccc(Br)cc2C(=S)N2CCOCC2)cc1,2.4,2.7,9.5,-10.2,-5.8,2.3,0.8,5.0,3.1,4.7
O=C(Nc1cccc(Cl)c1Cl)Nn1cnnc1,-4.2,-0.2,-10.9,-4.2,-17.5,0.0,0.0,2.7,-1.4,-11.9
Cc1ccc(OCCCOc2cccc3cccnc23)cc1C,0.0,-0.1,-6.9,-21.9,-2.7,·,-5.1,28.8,0.6,17.0
Nc1nc(NCCCN2CCOCC2)nc(Nc2cccc(Cl)c2)c1[N+](=O)[O-],1.7,-0.5,-19.6,63.3*,-17.2,2.2,-3.7,6.7,2.7,19.1
CN1CCN(C(=O)c2ccc(S(=O)(=O)Nc3ccccc3)cc2)CC1,0.2,0.5,-7.3,-6.8,-0.4,2.0,-1.4,3.3,2.7,11.4
O=C(Nc1ccc2c(c1)OCO2)c1ccc(CO)cc1,-1.1,1.1,-8.8,-2.9,2.8,48.3*,-3.0,34.8,-1.5,-15.7
COCCn1c(SC(C)C(=O)NC2CC2)nnc1-c1cccc(C)c1 (stereo not given),-0.9,-7.7,-22.9,-1.6,2.1,1.0,-2.5,0.9,-1.2,8.5
CC(C)(C)c1ccc(C2(C)NC(=O)N(CC(=O)Nc3ccc4c(c3)OCO4)C2=O)cc1 (stereo not given),-2.5,-0.7,-13.8,-2.1,6.7,-6.2,-4.3,2.2,-0.5,25.0
Cc1ccc(C)c(S(=O)(=O)N2CCN(C(=O)Cn3c(C(F)(F)F)nc4ccccc43)CC2)c1,·,-1.0,5.3,-1.7,·,·,1.7,-10.5,0.1,15.8
COC(=O)c1ccc(OC(=O)/C=C/c2ccco2)cc1,-6.8,2.9,-24.3,3.4,16.4,-1.7,1.0,7.9,4.5,9.1
O=C(Nc1cc(C(F)(F)F)ccc1N1CCOCC1)c1ccc(Br)o1,-2.0,-3.5,-9.4,-2.1,-8.6,·,2.2,4.7,-0.5,39.5
O=C1N(C2CCCC2)C[C@@H]2C[C@@H](c3cn[nH]c3-c3ccc(Cl)cc3)N3CCC[C@@]123,2.0,-0.7,-8.3,-7.9,-5.0,-4.2,-1.7,-1.9,2.2,-45.2
CCOC(=O)c1cnc2c(Cl)cc(Cl)cc2c1NCCCN1CCOCC1,1.1,0.2,-11.0,-16.3,-4.0,-3.4,3.3,-2.1,-2.0,13.1
CCOC(=O)c1ccc(N2C(=O)C(CC(N)=O)N(CCc3ccc(OC)c(OC)c3)C2=S)cc1 (stereo not given),1.7,-1.1,-1.1&1.2,-7.7,-4.6,0.5,4.4,-5.5,-3.9,-6.4&38.6
O=C(COC(=O)Cn1nnc(-c2ccccc2)n1)Nc1cc(F)ccc1F,0.3,0.8,2.3,7.7,-1.1,6.8,-1.5,-1.4,-1.7,-6.5
O=S(=O)(c1cccs1)N1CCN(c2ccc(O)cc2)CC1,1.8,0.3,-1.5,6.2,-5.2,-0.9,-1.1,5.6,-0.4,-12.5
